RXFP1 ag: agonists of human relaxin receptor RXFP1; Potency, µM (highest dose often 57.5 µM), for inactives: top-dose activation, most hits filed as activators; HEK293T-RXFP1 cAMP TR-FRET, 30 min; response scale: percent of porcine relaxin response, buffer zero; actives 0.3% (n = 370,000); note: potency is the fitted concentration of half-maximal effect; % is set by controls: 0 for no effect and ±100 for the full control effect; nearly all actives have a fitted effect of over 60% in size; many of its hits are not listed in these tables
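cAMP rise read by TR-FRET after 30 min, 37C compound exposure (up to 58 uM) in RXFP1-transfected HEK293 cells with Ro 20174 present. EC50 from Hill-equation fits, with 29 nM porcine relaxin as 100% and buffer as basal.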
D1 potentiator: human D1 dopamine receptor positive modulation; P21728; HEK293 TREx D1 cells, calcium flux, dopamine EC20 potentiation; potentiation, % at 10 µM; actives 0.036% (n = 360,000); AID 504651; in the data active = potentiation above about 30%; note: 0% is about no effect
Target sequence (P21728 whole entry, looked up): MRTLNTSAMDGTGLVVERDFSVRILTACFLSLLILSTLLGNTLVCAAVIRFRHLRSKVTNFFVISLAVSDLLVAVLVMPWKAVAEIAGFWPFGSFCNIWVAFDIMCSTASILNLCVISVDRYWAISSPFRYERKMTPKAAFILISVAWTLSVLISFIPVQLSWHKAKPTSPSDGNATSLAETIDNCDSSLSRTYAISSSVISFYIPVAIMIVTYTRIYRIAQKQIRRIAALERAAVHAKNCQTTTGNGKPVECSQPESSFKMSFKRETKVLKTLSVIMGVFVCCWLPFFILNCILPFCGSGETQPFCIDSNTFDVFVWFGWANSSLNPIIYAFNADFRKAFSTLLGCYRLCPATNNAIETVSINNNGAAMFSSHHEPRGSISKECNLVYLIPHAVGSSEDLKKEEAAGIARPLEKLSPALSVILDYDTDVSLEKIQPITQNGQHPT
GRP78 ERSR act: inducers of ER stress response in human glioma cells; U87-MG GRP78 promoter luciferase reporter, 16 h; Potency, µM, for inactives: at the top dose activation, usual class: activators; actives 0.02% (n = 420,000); note: potency is the fitted concentration of half-maximal effect; series mostly up to about 76 µM; % of control where 0% means no effect; nearly all actives have a fitted effect of over 35% in size
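Stably transfected U87-MG glioma cells carrying a GRP78-based luciferase sensor; 16 h compound incubation. Luminescence end-point read 10 min after Bright-Glo addition at room temperature.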
Vif-A3G inh: Vif-A3G binding inhibition; Q9HC16; HeLa A3G-eYFP + Vif (tagged APOBEC3G with the HIV-1 protein that degrades it), YFP fluorescence, overnight; Potency, µM (doses to about 46.1 µM), for the others: at the highest dose activity, negative = active, most hits filed as inhibitors; actives 0.076% (n = 410,000);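 note: potency is the fitted concentration of half-maximal effect; % is set by controls: 0 for no effect and ±100 for the full control effect; nearly all actives have a fitted effect of over 60% in size; hits raise eYFP signal because A3G escapes Vif-driven loss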
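Read-out is eYFP fluorescence (Ex 488/Em 500-530) from Vif-expressing HeLa A3G-eYFP cells; more signal means A3G escaped Vif-mediated degradation. Cells plated overnight, compound pinned in, incubated overnight at 37 deg C.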
D2 potentiator: positively modulates the human D2 dopamine receptor allosterically. actives 0.34% (n = 340,000). HEK293 T-REx D2, calcium flux, EC20 dopamine potentiation. potentiation, % at 10 µM;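 active = potentiation over 3 SD above the plate norm, cut at about 30% in these data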; note: 0% is about no effect
Target sequence (P14416 whole entry, looked up): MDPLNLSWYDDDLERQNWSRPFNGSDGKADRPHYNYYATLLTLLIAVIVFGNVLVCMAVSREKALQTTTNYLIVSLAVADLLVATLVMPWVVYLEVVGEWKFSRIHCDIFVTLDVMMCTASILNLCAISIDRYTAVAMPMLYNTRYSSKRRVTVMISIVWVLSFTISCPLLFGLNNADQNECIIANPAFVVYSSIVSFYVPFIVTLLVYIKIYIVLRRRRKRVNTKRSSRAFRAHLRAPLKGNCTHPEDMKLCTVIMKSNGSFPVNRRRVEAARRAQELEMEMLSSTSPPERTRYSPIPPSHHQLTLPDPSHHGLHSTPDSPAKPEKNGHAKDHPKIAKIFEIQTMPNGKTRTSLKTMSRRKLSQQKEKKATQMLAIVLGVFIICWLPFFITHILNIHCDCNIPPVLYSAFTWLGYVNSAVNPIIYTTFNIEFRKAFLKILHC
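Potentiation of an EC20 dopamine calcium response is measured in a force-coupled, tetracycline-inducible Hek293 Trex D2 line. Compound-only kinetic reads over 180 s flag agonists before dopamine addition.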
RXFP1 antagonist: blocks the human relaxin receptor RXFP1; Q9HBX9; HEK293-RXFP1, relaxin-stimulated cAMP HTRF, 30 min; stronger effect = lower value; activity change, negative = inhibition, % at 57.5 µM; actives 0.59% (n = 350,000); AID 1259400;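 active = activity change of -60% or lower, but not beyond a set lower limit; inconclusive = change between -60% and -40%, or beyond the set limit; inactive = change above -40%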; note: % is set by controls: 0 for no effect and ±100 for the full control effect
D1 agonist: agonists of human D1 dopamine receptor | P21728 | HEK293 T-REx D1 cells, calcium flux, agonist mode | activation, % at 2 µM | actives 1% (n = 360,000); in the data active = activation above about 30%; note: 0% is about no effect
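Agonism was scored from calcium flux recorded over 180 s (1 read/s) after pintool compound addition, following a 10-cycle baseline. Cells were inducible force-coupled HEK293 TREx D1, plated overnight at 30 C and loaded with no-wash calcium dye.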
Vif-APOBEC3F blk: inhibitors of Vif-A3F interaction. actives 0.2% (n = 390,000). Potency, µM (doses to about 46.1 µM), without a hit: at the top dose activity, negative = active. HeLa A3F-eYFP + Vif (tagged APOBEC3F with the HIV-1 protein that degrades it), YFP fluorescence increase; note: potency is the fitted concentration of half-maximal effect; % of control where 0% means no effect; nearly all actives have a fitted effect of over 65% in size
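HeLa cells stably expressing A3F-eYFP plus Vif, plated and incubated overnight at 37 deg C, then exposed to compounds overnight at 37 deg C. Blocked degradation read as raised yellow fluorescence (Ex 488/Em 500-530).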
D1 antag: blocks dopamine activation of the human D1 receptor; P21728; activity change, negative = inhibition, % at 10 µM; AID 504652; actives 3.2% (n = 360,000); HEK293 TREx D1 cells, calcium flux, dopamine EC80; stronger effect = lower value; in the data active = activity change below about -30%; note: % is set by controls: 0 for no effect and ±100 for the full control effect
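Kinetic fluorescence of a calcium dye serves as the read-out. D1-expressing Hek293 Trex cells, induced overnight at 30 C, are exposed to compound for 180 s before an EC80 dopamine addition, then read 180 s further.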
Starred values were filed as active, the others as inactive; ? = inconclusive; . = no result given. Unless noted, calls come from the whole dose curve; as a rule, active = well fitted curve in the direction sought with a large enough effect; inconclusive = small, poorly fitted or top-dose-only effect, or another doubt; inactive = no such curve, though single readings can be large; an effect the other way counts as inactive or inconclusive.

canonical_smiles	D1 agonist	D1 potentiator	Vif-A3G inh	Vif-APOBEC3F blk	RXFP1 antagonist	GRP78 ERSR act	D2 potentiator	RXFP1 ag	D1 antag
CCOCCCNC(=O)/C(C#N)=C/c1cc(C)c(O)c(C)c1	2	1	1%	0%	-6	-5%	-5	-0.6%	-23
Cc1cc(C)c(C)c(S(=O)(=O)N2CCN(C(=O)CNC(=O)c3ccco3)CC2)c1C	0	-4	-29%	1%	-6	-4%	-7	1.6%	-25
COC(=O)c1ccc(Cl)c(NC(=O)CN2CCC(C)CC2)c1	24	-1	0%	-7%	-1	0%	13	0.0%	-5
COc1ccc(CC(=O)N/N=C(\C)c2cccnc2)cc1	2	-2	-1%	1%	0	-2%	-1	-3.1%	5
CC(=O)c1ccccc1C(=O)N1CCC(n2nccc2NC(=O)C2CC2)CC1	5	1	1%	1%	-4	-1%	4	-0.7%	0
CCOc1ccc2[nH]c(=O)c(CN(Cc3ccc(C)cc3)C(=O)N3CCCC3)cc2c1	5	8	-8%	5%	-9	-4%	10	2.5%	-3
Cc1ccc(NC(=O)c2ccccc2NC(=O)Cc2ccccc2)cc1	3	-4	0%	3%	12	0%	-4	2.7%	-15
O=C(Oc1ccc(Br)cc1C(=S)N1CCOCC1)c1ccc(F)cc1	5	4	-3%	0%	-14	-3%	17	-0.2%	9
Nc1nc(SCC(=O)Nc2ccccc2-c2ccccc2)n[nH]1	-1	7	-5%	-1%	6	-5%	4	0.8%	-2
COc1cc(C(=O)N/N=C(\C)Cc2ccccc2)cc(OC)c1OC	1	2	?	5%	-5	-5%	.	-0.7%	-14
CCOC(=O)C1CCN(C(=O)Cn2nc(C)n3c(cc4c(OC)cccc43)c2=O)CC1	0	1	6%	1%	6	-2%	-16	14%	6
COc1ccccc1N1CCN(C(=O)c2ccc3c(c2)NC(=O)C(CSCc2ccccc2C)N3)CC1 (stereo not given)	1	-5	.	.	.	.	13	2.0%	-6
O=C(CSc1nnc(-c2cccnc2)n1CCN1CCCCC1)Nc1cccc(Cl)c1	0	0	-2%	2%	2	-4%	7	2.6%	6
CCCCCn1c(=N)c(S(=O)(=O)c2ccccc2)cc2c(=O)n3ccccc3nc21	1	0	-2%	-13%	.	-2%	-5	3.8%	-62*
O=C1C[C@@H](c2ccc(O[C@@H]3O[C@H](CO)[C@@H](O)[C@H](O)[C@H]3O)cc2)Oc2cc(O)ccc21	-1	3	-1%	1%	.	2%	-3	0.0%	-2
COc1ccc(C(=O)C2CCN(C(=O)c3ccco3)CC2)cc1	4	-5	-2%	1%	-13	0%	5	1.6%	-40*
CCOC(=O)C1CCCN(C(=O)C(C)(C)Oc2ccc(Cl)cc2)C1 (stereo not given)	1	-2	0%	4%	-4	3%	5	2.3%	1
CCc1cccc2c1Sc1ccccc1CC2N1CCNCC1 (stereo not given)	.	.	-26%	10%	-17	-12%	.	.	.
CCN(CC)C(=O)c1[nH]cnc1C(=O)N[C@H](C)c1ccccc1	9	-1	-6%	5%	.	-2%	10	-0.8%	7
COc1cc(OC)cc(C(=O)Nc2cccc(-c3cn4cccnc4n3)c2)c1	0	0	-2%	2%	6	-4%	0	-3.7%	-11
CC(=O)N1CCCc2cc(S(=O)(=O)N3CCC(C(=O)Nc4ccc(C)cc4Cl)CC3)ccc21	2	-2	-3%	3%	-6	-1%	12	-0.6%	-30
Cc1cc(O)c(Sc2ncn[nH]2)cc1NS(=O)(=O)c1ccc(Cl)cc1	2	-1	-2%	2%	2	-4%	-3	1.7%	7
O=C(NC(=O)c1cnccc1C(F)(F)F)Nc1ccccc1	2	-1	0%	-11%	-18	3%	-7	0.7%	-13
FC(F)(F)c1ccc(CN2C[C@@H]3C(c4ccc(Cl)nc4)C4(c5cccnc5)CC3(C4)[C@H]2c2ccccc2)cc1 (stereo not given in full)	7	-5	-1%	5%	.	-3%	7	-3.2%	14
COc1ccc(S(=O)(=O)N(CC(=O)Nc2ccc(S(=O)(=O)N3CCOCC3)cc2)Cc2ccc(F)cc2)cc1	7	-5	-1%	-1%	-9	-2%	-3	2.7%	3
O=C1CCCC/C1=C/NCc1ccc(F)cc1	3	6	4%	0%	10	0%	4	1.1%	11
CN(CCO)C(=O)c1nc[nH]c1C(=O)N1CCN(C(=O)OC(C)(C)C)CC1	.	.	-2%	-10%	2	-2%	.	.	.
Cc1cc(C)cc(C(=O)OCC(=O)N2CCCCCC2)c1	0	-11	0%	-1%	-6	-4%	-23	0.5%	-30*
Cc1cccc(NC(=O)C2CCCN(c3cnccn3)C2)c1 (stereo not given)	2	4	-3%	-5%	5	-6%	0	0.5%	-1
COc1ccccc1C(c1c(N)n(C)c(=O)n(C)c1=O)C(C)[N+](=O)[O-] (stereo not given)	0	3	-7%	-22%	10	-1%	1	-0.4%	4
Cc1ccc(-c2cc(C(F)F)n3ncc(C(=O)NCc4ccco4)c3n2)cc1	-4	-4	2%	2%	1	-5%	3	0.9%	-3
CC1CCCC(C)N1C(=O)CCN1C(=O)C2C3C=CC(C3)C2C1=O (stereo not given)	4	-8	-2%	-7%	0	-5%	2	3.3%	4
Cc1ncc([N+](=O)[O-])n1Cc1cccc(F)c1	6	-6	-1%	2%	0	-3%	.	-1.2%	5
COc1cc(CCC(=O)OCC(=O)NCc2ccccc2)cc(OC)c1OC	1	0	0%	-10%	-1	-1%	1	-1.8%	-7
N#Cc1c2c(c(Nc3ccc(F)cc3)n3c1nc1ccccc13)CCCC2	.	.	1%	-3%	-20	-3%	.	.	.
CCCCN1C(=O)C(=O)N(CC(=O)NC2CCCc3ccccc32)C1=O (stereo not given)	9	10	-5%	9%	5	-1%	-9	-2.5%	-20
COc1ccc(-c2cc3c(=O)n(CC(=O)NCc4cccnc4)ncn3n2)cc1	7	1	1%	3%	-1	-5%	4	2.6%	4
COc1ccc(CN2CCNC(=O)C2CC(=O)N(C)CCc2cnn(C)c2)c(F)c1 (stereo not given)	7	-4	3%	-6%	27	-3%	-1	-1.6%	1
O=C(CSc1nnnn1-c1ccccc1)NC1CCCc2ccccc21 (stereo not given)	1	-2	-1%	2%	-4	3%	1	-3.3%	-8
O=C(N/N=C/c1ccncc1)c1ccccn1	0	-1	-2%	4%	1	13%	-7	2.1%	-18
O=c1c2c3c(sc2nc2n1CCCC2)CCCC3	0	0	2%	4%	9	4%	5	0.0%	-3
Cc1ccc2cc(CN(CCN(C)C)C(=O)Nc3ccc(Cl)cc3)c(=O)[nH]c2c1	1	-1	1%	?	-13	3%	-14	1.2%	-4
O=C(CSc1nnnn1C1CC2CCC1C2)Nc1ccnc2ccccc12 (stereo not given)	26	-2	0%	-20%	-7	-3%	18	3.3%	-4
CCn1cc(C(=O)NCCc2ccc(Cl)cc2)c(=O)c2cc(S(=O)(=O)N(C)C3CCCCC3)ccc21	0	2	-1%	0%	.	-1%	.	1.2%	20
CC(C)Cn1c(=O)c2ccccc2n2c(CCC(=O)N3CCN(c4cccc(Cl)c4)CC3)nnc12	3	-1	-2%	0%	-87*	-2%	7	4.5%	-9
CC(=O)Nc1ccc(NC(=O)[C@@H]2CCCN2S(=O)(=O)c2ccc3c(c2)OCCO3)cc1	8	-5	-5%	-11%	-8	-4%	1	-0.7%	8
CCN(Cc1ccccc1)S(=O)(=O)c1cc(C(=O)NCCCN(C)C)ccc1OC	2	-3	3%	?	6	-3%	-5	-0.3%	14
Cc1cccc(OC(C)C(=O)N2CCN(Cc3ccc4c(c3)OCO4)CC2)c1 (stereo not given)	1	-2	-1%	5%	-7	-3%	.	1.2%	-2
COCCN=C1NN=C(c2cc(C)n(CC3CCCO3)c2C)CS1 (stereo not given)	-1	-5	0%	2%	-7	-4%	8	-1.3%	.
O=C(NCc1ccc2c(c1)OCO2)c1nc(Cn2cc([N+](=O)[O-])cn2)no1	19	.	2%	?	3	-3%	9	-0.1%	9

Profiles from above. Order of screens: D1 agonist	D1 potentiator	Vif-A3G inh	Vif-APOBEC3F blk	RXFP1 antagonist	GRP78 ERSR act	D2 potentiator	RXFP1 ag	D1 antag
Cc1cccc(NC(=O)C2CCCN(c3cnccn3)C2)c1 (stereo not given) is listed as 2	4	-3%	-5%	5	-6%	0	0.5%	-1
O=C(NCc1ccc2c(c1)OCO2)c1nc(Cn2cc([N+](=O)[O-])cn2)no1 is listed as 19	.	2%	?	3	-3%	9	-0.1%	9
O=C(N/N=C/c1ccncc1)c1ccccn1 is listed as 0	-1	-2%	4%	1	13%	-7	2.1%	-18

(more compounds)
canonical_smiles	D1 agonist	D1 potentiator	Vif-A3G inh	Vif-APOBEC3F blk	RXFP1 antagonist	GRP78 ERSR act	D2 potentiator	RXFP1 ag	D1 antag
CCCCNCc1ccc(SC)cc1	4	2	0%	-4%	-17	-5%	7	-0.1%	2
CN(Cc1ccccc1)c1ccc2cc(S(=O)(=O)N3CCCCC3)ccc2n1	2	-5	1%	0%	6	-2%	7	1.9%	4
O=C(NCC(F)(F)F)c1ccc(S(=O)(=O)Nc2ccccc2N2CCCC2)cc1	.	.	0%	3%	-7	-2%	.	.	.
Cc1ccc2cc(C#N)c(NCc3ccccc3)nc2c1	3	-4	-1%	-15%	1	-4%	-1	0.6%	-33*

Screening results (PubChem)

A portion of the library; rates above refer to the full screens.
